Screening data from PubChem BioAssay.
SRC3 TRFRET art: flags TR-FRET format artefacts in PPARgamma SRC-3 recruitment agonist screen; TR-FRET artefact counter-screen, PPARgamma/SRC-3 format; hits give high values; TR-FRET ratio at 8 µM; hit rate 0.39% among 99,000; AID 1048; in the data active means TR-FRET ratio above about 2000; further: inactives centre near 1600; reference of the scale not given here
SRC1 TRFRET art: counter-screen for PPARgamma SRC-1 recruitment agonists: TR-FRET artefact. TR-FRET detection artefact counter-screen, emission ratio; hits give high values. TR-FRET ratio at 8 µM. hit rate 0.34% among 99,000. AID 1051; in the data active means TR-FRET ratio above about 2300; further: inactives centre near 1800; reference of the scale not given here
Starred values were filed as active, the others as inactive. This is a subset; count on the stated rates, not on these rows.

No.	SMILES	SRC1 TRFRET art	SRC3 TRFRET art
1	Cc1cc(C(=O)N/N=C/C=C/c2ccccc2)c(C)o1	1820	1496
2	CCn1cc(CCC(=O)O)c(C)n1	1678	1438
3	NNC1=N[C@H]2CS(=O)(=O)C[C@H]2S1	1778	1575
4	O=C(CN1CCCCCC1)Nc1ccccc1	1839	1610
5	CCN(c1ccccc1)S(=O)(=O)c1cc(C(=O)Nc2ccccc2Cl)ccc1F	1870	1587
6	COc1ccccc1OCC(=O)N/N=C1/C=C(C)CC1	1758	1511
7	O=C(CSc1ccc(-c2ccc3c(c2)OCO3)nn1)Nc1nccs1	1934	1698
8	Cn1c(=O)c2c(nc(N3CCCCCC3)n2CC(=O)c2ccc(Br)cc2)n(C)c1=O	1720	1681
9	Cc1ccc(S(=O)(=O)/N=C(\c2ccccc2)N(C)S(=O)(=O)c2ccccc2)cc1	1788	1673
10	CC(C)C(=O)NCCc1nc2ccccc2n1CCOc1ccccc1	1706	1246
11	CCCN(CCC)CCNC(=S)Nc1ccc2nc3n(c(=O)c2c1)CCCCC3	1861	1629
12	O=C(CCC(=O)c1ccc(Br)cc1)Nc1cccnc1	1814	1404
13	Oc1c(Br)cc(Cl)cc1C=Nc1ccc(N2CCOCC2)cc1	1840	1878
14	N#Cc1ccccc1CSc1nc2ccsc2c(=O)n1Cc1ccccn1	1644	1657
15	Cc1ccc(C)c(OCc2nnc(SCC(=O)NC(=O)NCc3ccco3)o2)c1	2059	1566
16	Cc1cc(Cl)ccc1OCCCC(=O)NCCCn1ccnc1	1980	1487
17	CCN(CC)S(=O)(=O)c1ccc(C)c(NC(=O)c2cc(C)oc2C)c1	1855	1587
18	CCOC(=O)c1c(C)[nH]c(C)c1C(=O)COC(=O)c1c(OC)cccc1OC	1878	1472
19	CC1CCN(S(=O)(=O)c2ccc(C(=O)N3CCN(c4ccccc4F)CC3)cc2)CC1	1769	1397
20	COc1ccc(-n2cc(CNCC3CC(=O)N(C4CC4)C3)c(-c3ccccc3Cl)n2)cc1 (stereo unspecified)	1844	1644
21	O=C(CSc1nnc(-c2ccccc2)o1)NC1CCS(=O)(=O)C1 (stereo unspecified)	1803	1753
22	COc1ccc(CNCc2cccc(OC)c2OC)cc1Br	1945	1585
23	Cc1ccc(C(=O)OCC(=O)NCC2CCCO2)c(C)c1 (stereo unspecified)	1703	1250
24	COc1ccccc1NC(=O)CCCc1c[nH]c2ccccc12	1935	1502
25	CCOc1ccc(Br)cc1S(=O)(=O)Nc1cccc(S(=O)(=O)N(C)C)c1	1724	1534
26	COc1ccc(CCNC(=O)CCc2nc3ccccc3[nH]2)cc1OC	1839	1551
27	O=C(NCc1ccncc1)Nc1ccccc1Cl	2111	1623
28	Cc1ccc(-c2nc3ccccc3nc2Cl)cc1	1603	1539
29	Cc1oc(-c2cc(F)ccc2F)nc1CN1CCN(c2ncnc3ccccc23)CC1	1620	1542
30	N/C(=N\N=C\c1ccc2c(c1)OCO2)SC1CC(=O)N(c2ccc(C(=O)O)cc2)C1=O (stereo unspecified)	1835	1537
31	CC(C)(C)c1ccc(CNC(=O)c2ccc3c(c2)NC(=O)CO3)cc1	1812	1710
32	N#Cc1cc2[nH]c3ccccc3c2[n+](-c2ccc([N+](=O)[O-])cc2)c1N	1730	1573
33	COc1ccc(NC(=S)N(C)CC2COc3ccccc3O2)cc1 (stereo unspecified)	1946	1699
34	COc1ccccc1-c1c(C(F)(F)F)oc2cc(OS(C)(=O)=O)ccc2c1=O	1922	1567
35	Cc1cccc(C(C(N)=O)c2ncc(C(F)(F)F)cc2Cl)c1 (stereo unspecified)	1658	1600
36	OCCNc1c2ccccc2nc2ccccc12	1568	1452
37	CSc1ccc(/C=C/c2cc(=O)c3ccccc3[nH]2)cc1	1847	1704
38	CCn1c(C)cs/c1=N\C(=S)Nc1ccccc1C	1827	1742
39	CC1(C)C=C(c2ccc(C=O)s2)CC(C)(C)N1C=O	1696	1573
40	CCn1c2ccccc2c2cc(NC(=O)C(=O)NCC3CCCO3)ccc21 (stereo unspecified)	1541	1689
41	O=C(Cc1c[nH]c2ccccc12)N/N=C/c1ccc(F)cc1	1849	1462
42	O=C(COc1ccccc1)N1CCN(c2ccccc2)CC1	1420	1611
43	COc1ccccc1NC(=O)NCCC1=CCCCC1	1602	1486
44	CCOC(=O)C1(Cc2ccccc2C(F)(F)F)CCN(C2CCN(C(C)=O)CC2)CC1	1867	1600
45	Cc1cc(N2CCOCC2)nc(SCC(=O)c2ccccc2)n1	1887	1903
46	Cc1onc(-c2ccccc2)c1C1=N/C(=C\c2ccccc2F)C(=O)O1	1690	1661
47	COc1ccc(OCC(O)CN2CCN(c3ccccc3)CC2)cc1 (stereo unspecified)	1785	1748
48	CCOC(=O)/C(N=Nc1c(C)n(C)n(-c2ccccc2)c1=O)=C(/O)c1ccccc1	1843	1452
49	COCCNC(=O)c1ccccc1NC(=O)CSc1ccc(C)cc1	1738	1539
50	COc1ccc(/C=N/NC(=O)CN(C2=NS(=O)(=O)c3ccccc32)c2ccccc2)cc1OC	1787	1529

More structures.
No.	SMILES	SRC1 TRFRET art	SRC3 TRFRET art
51	CC(C)(C)c1ccc(NC(=O)COC(=O)C2(C)CC2(Cl)Cl)cc1 (stereo unspecified)	1650	1340
52	Cc1ccc(N2C(=O)C3CCC(c4ccccc4)CC3C2=O)cc1 (stereo unspecified)	2647*	1599
53	O=C(NCCCNc1ccc(C(F)(F)F)cc1[N+](=O)[O-])c1ccc(F)cc1	1631	1358
54	O=c1/c(=C/c2ccc(O)cc2)sc2nc3cc(Br)cnc3n12	1890	1643
55	Cc1cc2nc(SCCOC(=O)Nc3cccc(Cl)c3)nc(C)c2cc1C	1873	2039
56	O=C(Nc1cccnc1)c1cccnc1	1696	1456
57	CCNc1nc(NCC)n2c(SC(C(=O)Nc3cc(C)ccc3C)c3ccccc3)nnc2n1 (stereo unspecified)	1585	1156
58	COCCNC(=O)CSc1cc(-c2ccccc2)c2ccc(OC)cc2n1	1686	1682
59	CC(=O)Nc1ccc(S(=O)(=O)Nc2nc3ccccc3nc2Nc2ccc3ccccc3c2)cc1	1550	1459
60	Cc1ccccc1CNC(=O)CC1C(=O)NCCN1Cc1c(F)cccc1Cl (stereo unspecified)	1563	1592

2 entries picked at random from the list so far, as already listed:
No.	SMILES	SRC1 TRFRET art	SRC3 TRFRET art
54	O=c1/c(=C/c2ccc(O)cc2)sc2nc3cc(Br)cnc3n12	1890	1643
57	CCNc1nc(NCC)n2c(SC(C(=O)Nc3cc(C)ccc3C)c3ccccc3)nnc2n1 (stereo unspecified)	1585	1156

(cont.)
No.	SMILES	SRC1 TRFRET art	SRC3 TRFRET art
61	Cc1cccc(Cc2c(C)nc3nc(SCC(=O)O)nn3c2C)c1	1572	1392
62	CCN(CC)CCN(C)C1CCC(c2ccccc2)CC1 (stereo unspecified)	1630	1501
63	O=c1c2ccccc2nc(/C=C/c2ccc(O)cc2)n1CCc1ccccc1	1895	1722
64	O=[N+]([O-])c1cccnc1N1CCN(c2ccccc2F)CC1	1794	1745
65	COc1cccc(OCC(=O)NNC(=O)Cc2cccs2)c1	1795	1463
66	COc1cc(/C=C2/NC(=O)N(c3cccc(Cl)c3)C2=O)ccc1O	1643	1450
67	O=C(N/N=C/c1cccc2ccccc12)c1n[nH]c2c1CCCC2	1936	1848
68	Cc1cccc(Oc2nc(CN3CCOCC3)nc3sc4c(c23)CCCC4)c1	2089	1479
69	CCC1Oc2ccc(C)cc2N(CC(=O)NCc2ccco2)C1=O (stereo unspecified)	1500	1387
70	O=C(Nc1ccccn1)c1ccc2c(c1)S(=O)(=O)c1ccccc1C2=O	1971	1605
71	CCC1CCC2(CC1)NC(CO)(CO)CO2 (stereo unspecified)	1883	1496
72	C=CCNC(=O)COc1ccccc1C#N	1938	1638
73	O=C(COc1ccc([N+](=O)[O-])cc1)Nc1ccncc1	2106	1821
74	O=C(c1cc(-c2ccc(Cl)c(Cl)c2)on1)N1CCCC1	1949	1548
75	CC(Sc1nncn1C)C(=O)Nc1cc(C(F)(F)F)ccc1N1CCOCC1 (stereo unspecified)	1485	1417
76	O=C(C[n+]1cc(-c2ccccc2)n2c1CCC2)Nc1nc(-c2ccccc2)cs1	1905	1699
77	COc1ccc(C(=O)Nc2ccc(C(F)(F)F)n(C)c2=O)cc1	1971	1631
78	CC1NC(C)(C)Cc2c1ccc1ccccc21 (stereo unspecified)	1877	1530
79	CCOC(=O)N1CCC(NC(=O)C(CC(C)C)NC(=O)C2CCCCC2)CC1 (stereo unspecified)	1654	1613
80	CCN(CC)C(=O)C(=O)c1cc(C)n(-c2ccc(F)cc2)c1C	1766	1657
81	CCOC(=O)/C(C#N)=C1/C=Cc2ccccc2N1CC	2007	1523
82	NC(=O)C1CCN(c2ccc(S(=O)(=O)N3CCCCC3)cn2)CC1	1975	1629
83	O=C(Cc1ccccc1)NS(=O)(=O)c1ccc(N=NN2CCOCC2)cc1	1723	1451
84	Cc1ccc(S(=O)(=O)NC2c3cccc4cccc(c34)C2Sc2n[nH]c(N)n2)cc1 (stereo unspecified)	1926	1779
85	Cc1ccc([N+](=O)[O-])cc1N=Nc1c(-c2ccc([N+](=O)[O-])cc2)[nH]n(C(N)=S)c1=O	1826	1687
86	O=C(NCCc1ccccc1)C1CCN(Cc2ccccc2F)CC1	1664	1443
87	CCSc1ncc(C)cc1[N+](=O)[O-]	1597	1614
88	Cc1ccc2c(c1)N(Cc1cccc(Cl)c1)C(=O)c1cccnc1O2	1819	1436
89	CC(=O)N1CC2(CC(=O)OC(C)C)CN(C(C)=O)CC(CC(=O)OC(C)C)(C1)C2=O	1712	1549
90	CC(C)c1onc(C(=O)NCc2ccc(F)cc2)c1[N+](=O)[O-]	1665	1609
91	O=C(N/N=C/C=C\c1ccccc1[N+](=O)[O-])c1ccco1	1928	1595
92	CCOC(=O)NN1C(=O)c2ccccc2NC1c1ccc(OC)c(OC)c1 (stereo unspecified)	2030	1770
93	CCCCN(C)CCNC(=O)C(=O)c1c(C)[nH]c2ccccc12	1594	1402
94	CCOC(=O)c1c(C)[nH]c(C(=O)/C(C#N)=C/c2ccc(OC)c(OC)c2)c1C	1635	1421
95	Cc1ccc2cccc(OCC(=O)NCc3ccco3)c2n1	1489	1332
96	CC1CN(C(=O)c2cccc(COc3ccc(Br)cc3)c2)CC(C)O1 (stereo unspecified)	1705	1536
97	CC(C)(C)NC(=O)/C=C/c1cccc(C(F)(F)F)c1	1755	1427
98	O=C1NC(=O)/C(=C/c2ccc(O)cc2)S1	1758	1712
99	CCOc1ccccc1CN1CCN(Cc2nc3ccccc3s2)CC1CCO (stereo unspecified)	1846	1660
100	O=c1cc(CSc2nnc(C3CC3)n2Cc2ccccc2)nc2sccn12	1471	1508

The closing five compounds of the section before open the next one.
No.	SMILES	SRC1 TRFRET art	SRC3 TRFRET art
96	CC1CN(C(=O)c2cccc(COc3ccc(Br)cc3)c2)CC(C)O1 (stereo unspecified)	1705	1536
97	CC(C)(C)NC(=O)/C=C/c1cccc(C(F)(F)F)c1	1755	1427
98	O=C1NC(=O)/C(=C/c2ccc(O)cc2)S1	1758	1712
99	CCOc1ccccc1CN1CCN(Cc2nc3ccccc3s2)CC1CCO (stereo unspecified)	1846	1660
100	O=c1cc(CSc2nnc(C3CC3)n2Cc2ccccc2)nc2sccn12	1471	1508
101	N#C/C(=C/c1ccc(Oc2ccc([N+](=O)[O-])cn2)cc1)C(=O)N1CCOCC1	1450	1473
102	O=C(CSc1ncnc2c1nnn2Cc1ccccc1)NC1CCCC1	1672	1712
103	CCN(CC)c1ccc(C2C3CCCCC3(O)CCN2C(=O)c2cccs2)cc1 (stereo unspecified)	1741	1540
104	COc1ccccc1NS(=O)(=O)c1ccc(C)c(NC(=O)NC2CCCCC2)c1	1586	1435
105	O=C(COC(=O)c1ccccc1Oc1ccccc1)NC1CC1	1719	1520
106	O=C(NCc1ccccc1)C1=C[C@@H](C2CCCCC2)C[C@@H](OCc2ccc(CO)cc2)O1	1504	1539
107	CCOC(=O)CC(NC(=O)CCc1c(C)nc2ncnn2c1C)c1ccc(OC(C)C)cc1 (stereo unspecified)	1914	1798
108	O=Cc1ccc(OC2OCCOC2Oc2ccc(C=O)cc2)cc1 (stereo unspecified)	1752	1615
109	O=C(Nc1cccnc1)C1=NN(C2CCS(=O)(=O)C2)C(=O)CC1 (stereo unspecified)	1648	1377
110	CNC(=O)COC(=O)c1ccccc1Nc1ccccc1	1767	1532
111	COc1cccc(Cn2c(=O)sc3ccccc3c2=O)c1	1681	1542
112	Cc1cc(Cl)c(S(=O)(=O)Nc2ccc(S(=O)(=O)N3CCOCC3)cc2)cc1OCC(N)=O	1445	1465
113	CN(CCc1ccccn1)C(=O)c1ccc(OC(F)(F)F)cc1	1718	1539
114	CCC(CC)NC(=O)Cc1ccc(F)cc1	1713	1459
115	COc1ccc(/C=C/C(=O)Nc2ccc3nc4n(c(=O)c3c2)CCCC4)cc1	1867	1735
116	CCN(CC)c1ccc(C=C(c2nnnn2-c2ccc(C)cc2)c2nnnn2-c2ccc(C)cc2)cc1	2060	1876
117	Cc1ccc(CN(C(=O)c2ccco2)C(C(=O)NC2CCCC2)c2cccnc2)cc1 (stereo unspecified)	1807	1508
118	CNC(=S)N/N=C/c1cn(Cc2ccc(F)cc2)c2ccccc12	1742	1505
119	Cc1nc(C(C)N(C)Cc2nc(-c3ccc4c(c3)OCO4)no2)c(C)s1 (stereo unspecified)	1519	1526
120	Cc1ccccc1NC(=O)Nc1ccccc1C(N)=O	1865	1545
121	C#CC(C)(CC)NC(=O)Cn1nnc(-c2cccc(C(F)(F)F)c2)n1 (stereo unspecified)	1764	1776
122	Cc1ccn2c(C=O)c(-c3ccc(F)cc3)c(C=O)c2c1	2154	1598
123	CC(C)C(NS(=O)(=O)c1cccs1)C(=O)NCc1ccccc1Cl (stereo unspecified)	1698	1499
124	COc1ccc(C(=O)N[C@H](C(=O)NCc2ccco2)C(C)C)cc1	1823	1538
